Compound activity as filed in PubChem.
WRN helicase inh – blocks human WRN helicase. WRN helicase unwinding, fluorescent forked duplex, kinetic. Potency, µM (doses to about 114 µM), without a hit: at the highest dose activity change, negative = inhibition, actives largely listed as inhibitors. actives 0.46% (n = 360,000); further: potency means the concentration at half of the fitted maximal effect; on the % scale 0 is the no-effect control and ±100 the full control effect; nearly all actives have a fitted effect of over 55% in size
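Kinetic fluorescence helicase assay: unwinding of a quenched forked DNA duplex (100 nM final) with 2 mM ATP final raises red fluorescence (525/598 nm). Compounds sat 15 min at room temperature with 20 nM WRN beforehand.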
PLK1 PBD inh – inhibitors of human PLK1 polo-box domain binding; P53350; Plk1 PBD binding of FITC phosphopeptide, fluorescence polarization; Potency, µM, inactives show max response, negative = inhibition, hits mostly inhibitors; actives 2.8% (n = 360,000); AID 720504; further: potency means the concentration at half of the fitted maximal effect; series mostly up to about 57 µM; on the % scale 0 is the no-effect control and ±100 the full control effect; nearly all actives have a fitted effect of over 65% in size
Target sequence (P53350 whole entry, looked up, the tested form may be a part): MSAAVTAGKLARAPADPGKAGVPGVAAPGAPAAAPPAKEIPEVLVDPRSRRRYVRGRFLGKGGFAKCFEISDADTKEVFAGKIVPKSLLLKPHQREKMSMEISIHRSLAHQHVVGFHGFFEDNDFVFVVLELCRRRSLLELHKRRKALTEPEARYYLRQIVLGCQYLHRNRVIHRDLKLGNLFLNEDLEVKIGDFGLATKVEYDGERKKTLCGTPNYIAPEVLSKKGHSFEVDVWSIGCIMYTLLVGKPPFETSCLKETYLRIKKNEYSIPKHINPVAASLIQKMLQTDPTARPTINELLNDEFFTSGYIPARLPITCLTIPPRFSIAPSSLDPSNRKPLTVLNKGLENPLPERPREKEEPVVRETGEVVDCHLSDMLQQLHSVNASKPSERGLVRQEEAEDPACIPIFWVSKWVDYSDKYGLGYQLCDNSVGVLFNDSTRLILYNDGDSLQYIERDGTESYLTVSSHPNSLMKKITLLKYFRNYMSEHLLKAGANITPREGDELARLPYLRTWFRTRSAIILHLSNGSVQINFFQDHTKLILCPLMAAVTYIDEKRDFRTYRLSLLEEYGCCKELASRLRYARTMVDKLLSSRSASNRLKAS
FUS suppressor – suppressors of FUS proteinopathy in yeast; S. cerevisiae FUS-expressing, growth rescue, OD600, 24 h; actives 0.24% (n = 390,000); Potency, µM (series often up to 76.6 µM), without a hit: top-dose growth rescue (activation), most hits filed as activators;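 further: potency means the concentration at half of the fitted maximal effect; plate controls were DMSO vehicle for no effect and reference control for full effect; nearly all actives have a fitted effect of over 55% in size; some results filed as inactive show a strong effect at the top dose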
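Absorbance at 600 nm, taken 24hr after compound addition, measured rescue of FUS-yeast growth at 30C. Induction used 2% galactose with seeding at OD 0.005. Controls: CP55940 from 92uM final, DMSO only.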
Abeta yeast res – compounds reversing amyloid beta toxicity in yeast; yeast expressing A-beta42, growth rescue, OD600, 48 h; response scale: 0% DMSO, 100% iron-clioquinol control; Potency, µM (top dose mostly 46.1 µM), for inactives: at the highest dose growth rescue, actives largely listed as activators; actives 0.063% (n = 410,000); further: potency means the concentration at half of the fitted maximal effect; nearly all actives have a fitted effect of over 55% in size
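Yeast A-beta toxicity model in growth medium with pinned compounds, 48 h at 30 C; growth read as absorbance at 600 nm. Normalized to FeCl3/clioquinol equimolar mix (positive) and DMSO (negative).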
PI5P4Ka inh – PI5P4K alpha (human) kinase inhibition. actives 1.2% (n = 330,000). PI5P4Kalpha enzyme, ADP-Glo luminescence, 60 min; hits give low values. AID 652105. max response, %. P48426; active means max response of -50% or lower; inconclusive means between -30% and -50%; inactive means -30% or higher; further: value at the top dose of about 77 µM; on the % scale 0 is the no-effect control and ±100 the full control effect
Target sequence (P48426 whole entry, looked up): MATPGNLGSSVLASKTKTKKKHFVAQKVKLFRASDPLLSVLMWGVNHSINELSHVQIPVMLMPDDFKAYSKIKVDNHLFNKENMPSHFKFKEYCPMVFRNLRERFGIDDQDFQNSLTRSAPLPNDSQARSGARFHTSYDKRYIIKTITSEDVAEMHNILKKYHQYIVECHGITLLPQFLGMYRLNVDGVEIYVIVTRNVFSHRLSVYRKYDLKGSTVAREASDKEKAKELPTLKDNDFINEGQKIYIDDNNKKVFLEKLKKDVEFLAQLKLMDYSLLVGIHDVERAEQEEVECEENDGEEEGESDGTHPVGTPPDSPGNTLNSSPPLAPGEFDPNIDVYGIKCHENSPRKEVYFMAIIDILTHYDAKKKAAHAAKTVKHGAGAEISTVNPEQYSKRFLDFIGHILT
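ADP-Glo luminescence end-point after a 60 min room-temperature kinase reaction. PI5P4Kalpha and substrate in HEPES pH 7.4 buffer with EGTA, 0.1% CHAPS and 5% DMSO; ATP at 5 microM final.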
IL-2 act – activates IL-2 in a cell-based reporter assay; IL-2 activation reporter assay, cell-based qHTS; stimulated with anti-CD3/CD4/CD28 beads; in transgenic mouse T cells; activation, % (series mostly up to about 46 µM); actives 0.065% (n = 360,000); AID 652025; in the data active means activation above about 50%; inconclusive means mostly about 30% to 49%; further: 0% is about no effect
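Screening format: compound pinned onto unstimulated transgenic mouse T cells, 60 min incubation, then anti-CD3/anti-CD4/anti-CD28 bead stimulation for 18 hours at 37 degrees C, followed by EGFP and DsRed detection.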
EPAC1 antagonist – blocks human EPAC1 exchange factor; actives 0.14% (n = 360,000); AID 720709; EPAC1 GEF assay, Rap1b-BODIPY-GDP exchange fluorescence; O95398; Potency, µM (series often up to 115 µM), inactives show at the top dose activity change, negative = inhibition, actives largely listed as inhibitors;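 further: potency means the concentration at half of the fitted maximal effect; plate controls were vehicle for no effect and positive control for full effect; nearly all actives have a fitted effect of over 50% in size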
EPAC1 ag – agonists of human EPAC1 | EPAC1 agonist qHTS, biochemical assay; response scale: 100% = response to 6.5 mM cAMP | Potency, µM (top dose mostly 154 µM), for the others: top-dose activation, usual class: activators | actives 0.073% (n = 360,000) | AID 720707; further: potency means the concentration at half of the fitted maximal effect; nearly all actives have a fitted effect of over 60% in size
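Read-out is the fluorescence drop as BODIPY-GDP leaves Rap1B (480 nm excitation, 540 nm emission), recorded every 5 minutes over 30 minutes. Reactions held 100 nM EPAC1, 250 nM Rap1B–BODIPY-GDP and 50 uM GDP, with 6.5 mM cAMP setting full activation.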
Starred values were filed as active, the others as inactive; ? = inconclusive; nt = no result given; & = joins results of further samples; [ ] = remark or other dose. Unless noted, the call rests on the fitted dose curve; in most records, active means well fitted curve in the direction sought with a large enough effect; inconclusive means small, poorly fitted or top-dose-only effect, or another doubt; inactive means no such curve, though single readings can be large; an effect the other way counts as inactive or inconclusive.

smiles	WRN helicase inh	PLK1 PBD inh	FUS suppressor	Abeta yeast res	PI5P4Ka inh	IL-2 act	EPAC1 antagonist	EPAC1 ag
O=C(NCc1ccco1)c1cccc(S(=O)(=O)N2CCN(Cc3ccccc3)CC2)c1	-4%	-5%	21%	-10%	5	-4.0	-11%	-4%
CCOC(=O)C1OC2(CCCC2)OC1C(=O)OCC (stereo unspecified)	-11%	5%	nt	-1%	3	-2.8	6%	-1%
CC(=O)c1c(N2CCN(c3cccc(Cl)c3)CC2)nc(=S)n(-c2ccccc2)c1C	-12%	-17%	24%	10%	nt	-2.7	-13%	5%
COc1ccc(NC(=O)CCCN2C(=O)C(c3ccccc3)Oc3cccnc32)c(OC)c1 (stereo unspecified)	3%	-14%	13%&12%	12%&-16%	3	-3.4	-8%	1%
CCOC(=O)N1CCN(C(=O)CCNS(=O)(=O)c2ccc(C)c(C)c2)CC1	-3%	-3%	-1%	-1%	8	0.6	-4%	-2%
Cc1ccc(NS(=O)(=O)c2cccc(C(=O)NNC(=O)NC3CCCCC3)c2)c(C)c1	-3%[57.1 µM]	-1%	?	17%	-3	-1.8	-18%	-7%
O=C(CSc1nc2scc(-c3ccccc3)c2c(=O)[nH]1)NCCc1ccccc1	-18%	1%	nt	-10%	-1	-4.0	7%	1%
O=C1CC2CCCN2C=C1I (stereo unspecified)	1%	-13%	4%	0%	-6	1.4	-13%	-19%
COc1cc(NC(c2ccccc2)c2ccccc2)cc(OC)c1OC	4%	-17%	15%	-25%	2	-2.2	-22%	5%
O=C(NCc1ccccc1)N1CCOCC1	3%	10%	29%	-12%	-3	-2.4	7%	14%
CCCC(C)C(=O)Nc1ccc(S(=O)(=O)Nc2nccs2)cc1 (stereo unspecified)	1%	-25%	-14%	5%	-1	-3.0	-1%	11%
CCCNC(=S)NC1CC2CCC(C1)N2Cc1ccccc1 (stereo unspecified)	-3%	-3%	21%	23%	nt	3.1	4%	-1%
CCOc1ccc(C(=O)NC(=S)Nc2ccccc2OC)cc1[N+](=O)[O-]	15%	-9%	nt	9%	-5	-0.7	-7%	4%
CCC(C)NS(=O)(=O)c1ccc(OCC(=O)N2CCCCC2)cc1 (stereo unspecified)	-11%	-9%	1%	-17%	nt	-2.2	19%	-14%
COc1cc(NS(=O)(=O)c2ccc(N/C=C\C(=O)c3ccc(F)cc3)cc2)nc(OC)n1	-31%	-25%	21%	-9%	-3	-2.4	-28%	-4%
CSc1nc2nc3c(cc2c(=O)n1-c1ccc(C)cc1)COC(C)(C)C3	-5%	-14%	-26%	-8%	-5	-2.3	7%	4%
c1ccc2oc(CCc3nc4ccccc4o3)nc2c1	-18%	-4%	nt	5%	-6	-2.6	3%	3%
CCCS(=O)(=O)NC(=O)C1(C)CCCN(C(=O)c2nc(C)oc2C)C1 (stereo unspecified)	0%	-3%	-11%	-13%	-5	0.3	-2%	-8%
O=C(COc1ncnc2ccccc12)NCCC1=CCCCC1	5%	-1%	9%	7%	-6	-0.2	-3%	-3%
O=C(CSC1=Nc2ccccc2C2CC=NN12)NCc1ccco1 (stereo unspecified)	9%	-20%	15%	5%	-14	0.8	17%	3%
O=C(O)CCC(=O)N1CCc2cc(S(=O)(=O)NC3CCCC3)ccc21	1%	-8%	9%	-11%	nt	0.7	11%	10%
Cc1cc(NC(=O)c2cccc(C)c2[N+](=O)[O-])no1	-19%	-2%	-11%	1%	-2	0.3	-6%	-3%
CCN(C(=O)CSc1nc2ccccc2c(=O)n1-c1ccccc1F)C1CCS(=O)(=O)C1 (stereo unspecified)	-8%	-18%	17%	9%	7	-0.6	-21%	5%
O=S1(=O)CC(N2CCN(CCO)CC2)CN1Cc1cn(Cc2ccc(F)cc2)nn1 (stereo unspecified)	0%	2%	-9%	0%	1	0.4	6%	9%
O=C(CC(=O)c1ccccc1)Nc1cccnc1	4%	-1%	0%	-6%	-1	-3.8	-8%	1%
O=C(Nc1ccc(Br)cc1)c1cc(-c2ccncc2)nc2ccccc12	-7%	2%	?	18%	1	0.0	3%	1%
Cc1ncc(CSCC(=O)Nc2cc(C(F)(F)F)ccc2Cl)c(CO)c1O	13%	-13%	1%	-15%	-1	0.0	-8%	9%
OC(C[n+]1ccccc1)c1ccccc1 (stereo unspecified)	3%	-8%	-22%	-2%	-5	0.3	-24%	15%
COc1ccc2[nH]cc(CCNC(=O)/C=C/[C@H]3O[C@@H](n4cc(C)c(=O)[nH]c4=O)C[C@@H]3O)c2c1	-6%	2%	-5%	2%	-4	5.2	6%	10%
Cc1cc(NCc2ccco2)n2ncnc2n1	0%	-1%	5%	-10%	-1	1.9	14%	8%

Just Abeta yeast res and PI5P4Ka inh, for 6 of the compounds above:
molecule,Abeta yeast res,PI5P4Ka inh
CCN(C(=O)CSc1nc2ccccc2c(=O)n1-c1ccccc1F)C1CCS(=O)(=O)C1 (stereo unspecified),9%,7
O=S1(=O)CC(N2CCN(CCO)CC2)CN1Cc1cn(Cc2ccc(F)cc2)nn1 (stereo unspecified),0%,1
O=C(CC(=O)c1ccccc1)Nc1cccnc1,-6%,-1
O=C(Nc1ccc(Br)cc1)c1cc(-c2ccncc2)nc2ccccc12,18%,1
Cc1ncc(CSCC(=O)Nc2cc(C(F)(F)F)ccc2Cl)c(CO)c1O,-15%,-1
OC(C[n+]1ccccc1)c1ccccc1 (stereo unspecified),-2%,-5

Full records, looked up by structure.
`OC(C[n+]1ccccc1)c1ccccc1` (stereo unspecified) across the screens: WRN helicase inh = 3%; PLK1 PBD inh = -8%; FUS suppressor = -22%; Abeta yeast res = -2%; PI5P4Ka inh = -5; IL-2 act = 0.3; EPAC1 antagonist = -24%; EPAC1 ag = 15%
`O=C(Nc1ccc(Br)cc1)c1cc(-c2ccncc2)nc2ccccc12` across the screens: WRN helicase inh = -7%; PLK1 PBD inh = 2%; FUS suppressor = ?; Abeta yeast res = 18%; PI5P4Ka inh = 1; IL-2 act = 0.0; EPAC1 antagonist = 3%; EPAC1 ag = 1%

Next entries follow.
smiles	WRN helicase inh	PLK1 PBD inh	FUS suppressor	Abeta yeast res	PI5P4Ka inh	IL-2 act	EPAC1 antagonist	EPAC1 ag
CCn1c(CN2CCN(C(=O)c3ccco3)CC2)nc2c1c(=O)n(C)c(=O)n2C	8%	-5%	19%	-15%	0	-2.5	-3%	2%
COc1ccc(C(=O)N2CCN(c3ncccn3)CC2)cc1[N+](=O)[O-]	11%	-16%	-7%	-10%	6	0.8	-10%	3%
O=C(NNC(=O)c1ccc(Br)s1)NC1CCCCC1	?	-5%	nt	0%	-4	0.3	4%	3%
COc1ccc2oc(C(=O)OCC(=O)N3CCN(S(=O)(=O)c4ccccc4)CC3)c(C)c2c1	7%	-3%	17%	-9%	-15	-4.3	0%	4%
COc1ccccc1CC1CC(=O)N(c2cccc(Cl)c2C)C1=O (stereo unspecified)	-5%	-6%	-17%	9%	-3	0.7	13%	10%
Cc1ccc(S(=O)(=O)N2CCN(C(=O)c3ccnn3C)CC2)cc1C	-6%	-3%	-7%	7%	10	-1.2	3%	9%
CC(C)c1ccc(C(C)NCCS(=O)(=O)c2ccc(Br)cc2)cc1 (stereo unspecified)	-6%	-9%	?	-8%	4	-3.4	?	2%
O=S(=O)(c1ccc(NCCCO)nc1)N1CCOCC1	-16%	0%	7%	17%	-2	-0.5	?	-4%
CCc1ccc(CNC(=O)C2CCN(S(=O)(=O)N3CCC(C)CC3)CC2)cc1	1%	-12%	-12%	-10%	13	-1.0	-14%	4%
C=CC[C@@H](Cc1ccc(F)cc1)C(=O)OC[C@H]1CCCN1C(=O)[C@@H](CC=C)CC(=O)N(CCO)Cc1ccccc1	-4%	1%	?	4%	7	-0.6	-13%	-12%

An excerpt from above in order of their number in PLK1 PBD inh, high to low.
Compound	PLK1 PBD inh
C=CC[C@@H](Cc1ccc(F)cc1)C(=O)OC[C@H]1CCCN1C(=O)[C@@H](CC=C)CC(=O)N(CCO)Cc1ccccc1	1%
COc1ccc2oc(C(=O)OCC(=O)N3CCN(S(=O)(=O)c4ccccc4)CC3)c(C)c2c1	-3%
COc1ccc(C(=O)N2CCN(c3ncccn3)CC2)cc1[N+](=O)[O-]	-16%

(list continues)
smiles	WRN helicase inh	PLK1 PBD inh	FUS suppressor	Abeta yeast res	PI5P4Ka inh	IL-2 act	EPAC1 antagonist	EPAC1 ag
COc1cccc(CNC(=O)C2CCCN(c3cnccn3)C2)c1 (stereo unspecified)	-4%	-14%	-3%	-8%	-6	-0.1	8%	-6%
O=C(COC(=O)C1CCN(S(=O)(=O)c2cccs2)CC1)c1ccccc1	0%	0%	2%	10%	-4	-0.3	?	12%
CC(C)(C)CN1C(=O)C(=O)NC[C@@H]1CCCCN	-4%	-13%	-1%	-3%	-2	-0.3	8%	10%
CCOc1ccc(S(=O)(=O)N2CCCC(C(=O)NCCN3CCOCC3)C2)cc1Cl (stereo unspecified)	-2%	12%	-32%	2%	2	-3.8	-23%	8%
CC(=O)c1[nH]c(C)c(C(=O)N2CCCC(Nc3ccc(C(C)C)cc3)C2)c1C (stereo unspecified)	-15%	-9%	nt	2%	7	-1.4	-10%	5%
O=C1CCCC/C=C\C[C@H](CC(=O)N(CCO)Cc2ccccc2)C(=O)N2CCC[C@@H]2CO1	5%	1%	8%	-11%	-8	-0.1	2%	1%
COc1cc(OC)cc(-c2cc3cc4c(cc3cn2)OCO4)c1	-7%	5%	6%	2%	11	-0.8	-10%	11%
COc1ccc(C2C(C#N)=C(N)N(c3sc4c(c3C#N)CCCC4)C3=C2C(=O)CC(C)(C)C3)cc1 (stereo unspecified)	-14%	2%	27%	7%	nt	2.8	-11%	25%
